# Screens deposited in PubChem BioAssay by National Center for Advancing Translational Sciences (NCATS).
# KB-V1 cytotox – kills drug-selected multidrug resistant KB-V1 cells. KB-V1 MDR cells viability, CellTiter-Glo, 72 h. Potency, µM (highest dose often 46.1 µM), inactives show top-dose activity change, negative = cytotoxicity, most hits filed as cytotoxic. 3.4% of 400,000 active; note: potency is the fitted concentration of half-maximal effect; % is set by controls: 0 for no effect and ±100 for the full control effect; nearly all actives have a fitted effect of over 60% in size
#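 Drug-selected KB-V1 cells, grown in DMEM lacking phenol red with 10% FBS, receive compound titrations; after three days at 37 degrees C, surviving cell ATP is quantified by CellTiter-Glo luminescence and responses normalized and curve-fitted.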
# PTHR1 ag – agonists of human PTHR1 parathyroid hormone receptor; Q03431; HEK293 GP2 PTHR1 cells, GloSensor cAMP luminescence, 1 h; Potency, µM (doses to about 115 µM), inactives show top-dose activation, actives largely listed as activators; 0.075% of 410,000 active; note: potency is the fitted concentration of half-maximal effect; nearly all actives have a fitted effect of over 55% in size; some results filed as inactive show a strong effect at the top dose; inactives centre near -15; many of its hits are not listed in these tables
#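 HEK-293-derived GP2 cells expressing PTHR1 and a GloSensor cAMP reporter, 3,000/well, plated overnight, given luciferin plus IBMX (each 0.5 mM as added) for 1 h at 37 °C, then compound for 1 h at 37 °C. Luminescence was read after 15 min at room temperature.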
# GLP1R inv ag – GLP-1 receptor (human) inverse agonism; HEK293 GLP-1R CRE-luciferase, luminescence, 24 h; GLP-1R form is constitutively active; 1.6% of 410,000 active; Potency, µM (titrated, usually from 38.3 µM), for inactives: at the highest dose activity change, negative = inhibition, usual class: inhibitors; P43220; note: potency is the fitted concentration of half-maximal effect; % is set by controls: 0 for no effect and ±100 for the full control effect; nearly all actives have a fitted effect of over 55% in size
# Target sequence (P43220 whole entry, looked up): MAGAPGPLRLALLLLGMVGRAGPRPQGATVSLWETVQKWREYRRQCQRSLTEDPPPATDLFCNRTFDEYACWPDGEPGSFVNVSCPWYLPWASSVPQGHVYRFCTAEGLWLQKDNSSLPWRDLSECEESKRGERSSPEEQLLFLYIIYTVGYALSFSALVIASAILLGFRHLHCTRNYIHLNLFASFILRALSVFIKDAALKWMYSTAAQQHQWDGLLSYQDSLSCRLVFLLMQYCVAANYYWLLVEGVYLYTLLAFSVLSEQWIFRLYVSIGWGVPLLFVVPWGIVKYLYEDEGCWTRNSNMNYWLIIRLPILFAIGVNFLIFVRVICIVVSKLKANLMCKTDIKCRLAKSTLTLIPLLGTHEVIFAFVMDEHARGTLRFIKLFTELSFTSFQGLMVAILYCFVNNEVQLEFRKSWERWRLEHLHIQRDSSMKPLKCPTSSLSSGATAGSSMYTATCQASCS
#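 Constitutively active GLP-1R drives a cAMP-responsive luciferase in stably transfected HEK293 cells; test compounds are added after overnight (12 h) attachment and left 24 hr, and signal loss in luminescence marks inhibition.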
# HEK293 tox – cytotoxicity counter-screen for GLP-1 receptor inverse agonists. HEK293 cAMP-luciferase reporter cells, luminescence, 24 h. Potency, µM (highest dose often 38.3 µM), for the others: top-dose activity change, negative = inhibition, most hits filed as inhibitors. 0.13% of 410,000 active;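 note: loss of luciferase light is scored as toxicity; potency is the fitted concentration of half-maximal effect; % is set by controls: 0 for no effect and ±100 for the full control effect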
#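 Compound-treated cells are incubated 24 hr at 37 deg C under 5% CO2 after a 12 hour attachment period, then luciferase detection reagent is added and luminescence is measured following 12 min at room temperature; lowered signal indicates toxicity.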
# GLP-1R agonist – agonists of human GLP-1 receptor | HEK293 GLP-1R CRE-luciferase, luminescence, 4-6 h; cells express a hypersensitive GLP-1R form | Potency, µM (highest dose often 45.6 µM), inactives show top-dose activation, most hits filed as activators | 0.007% of 380,000 active; note: potency is the fitted concentration of half-maximal effect; % of control where 0% means no effect
# D3 antag – blocks the human D3 dopamine receptor; P35462; D3R cells, DiscoveRx beta-arrestin luminescence, antagonist mode; active compounds read low; max response, negative = inhibition, %; 2.5% of 360,000 active; in the data active = max response below about -50%; inconclusive = no clear call, values can overlap the other calls; note: % is set by controls: 0 for no effect and ±100 for the full control effect; mostly tested at two doses, the higher about 12 µM
# Target sequence (P35462 whole entry, looked up): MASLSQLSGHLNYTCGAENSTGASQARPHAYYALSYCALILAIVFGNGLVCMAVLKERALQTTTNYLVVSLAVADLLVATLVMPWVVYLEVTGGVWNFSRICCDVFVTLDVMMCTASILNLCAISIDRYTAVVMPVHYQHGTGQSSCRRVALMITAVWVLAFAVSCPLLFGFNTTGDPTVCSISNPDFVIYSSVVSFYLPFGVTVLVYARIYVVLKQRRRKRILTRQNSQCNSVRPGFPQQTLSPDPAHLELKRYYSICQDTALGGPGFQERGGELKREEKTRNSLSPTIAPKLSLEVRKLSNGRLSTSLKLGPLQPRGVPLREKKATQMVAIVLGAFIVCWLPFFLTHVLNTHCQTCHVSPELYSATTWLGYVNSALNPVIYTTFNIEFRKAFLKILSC
#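 Cells expressing the human receptor were seeded at 1500 cells/well, incubated overnight at 37 degrees C in 5% CO2, then exposed to library compounds with dopamine controls for 90 minutes at 37 degrees C before luminescent detection.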
# TDP43 rescue – inhibitors of TDP-43 toxicity in yeast. Potency, µM (series often up to 46.1 µM), inactives show at the top dose growth rescue (activation), actives largely listed as activators. AID 652104. TDP-43 expressing yeast growth rescue, BacTiter-Glo, 24 h. 1.8% of 410,000 active; note: potency is the fitted concentration of half-maximal effect; % of control where 0% means no effect; nearly all actives have a fitted effect of over 50% in size
#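 Cell-based yeast growth screen: TDP-43 expression induced in galactose, inoculum OD600=0.02 after raffinose pregrowth to mid-log. Read-out BacTiter-Glo luminescence at 24 hr, 30 deg C; inhibition of toxicity seen as signal increase.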
# aSyn yeast inh – rescues yeast growth from alpha-synuclein toxicity; 0.14% of 370,000 active; Yeast expressing alpha-synuclein, growth rescue, BacTiter-Glo, 24 h; Potency, µM (titrated, usually from 46.1 µM), for the others: at the highest dose growth rescue (activation), hits mostly activators; note: potency is the fitted concentration of half-maximal effect; % of control where 0% means no effect; nearly all actives have a fitted effect of over 65% in size
#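 Readout is rescue of growth in alpha-synuclein-expressing yeast, so inhibitors of toxicity appear as activators. Growth after 24 hr at 30 deg C in galactose medium is quantified by luminescence.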
# D3 ag – agonists of human D3 dopamine receptor. max activation, %. 0.58% of 410,000 active. P35462. D3R DiscoveRx beta-arrestin cells, luminescence, 90 min; in the data active = max activation above about 30%; note: 0% is about no effect; mostly tested at two doses, the higher about 12 µM
#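 Agonist-mode cell screen: cells plated at 1500/well and incubated overnight at 37 °C, then exposed to library compounds for 90 min at 37 °C. Detection reagent was added for 30–60 min at room temperature, and luminescence was read.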
# Numbers without * were called inactive; i = inactive; ? = inconclusive; · = not tested or not shown; & = joins results of further samples; [ ] = remark or other dose. Unless noted, calls come from the whole dose curve; as a rule, active = well fitted curve in the direction sought with a large enough effect; inconclusive = small, poorly fitted or top-dose-only effect, or another doubt; inactive = no such curve, though single readings can be large; an effect the other way counts as inactive or inconclusive. A portion of the library; count on the stated rates, not on these rows.
# Order of results – KB-V1 cytotox | PTHR1 ag | GLP1R inv ag | HEK293 tox | GLP-1R agonist | D3 antag | TDP43 rescue | aSyn yeast inh | D3 ag
> CC(C)C1C(=O)N(Cc2cn(Cc3ccco3)nn2)CCS(=O)(=O)N1Cc1ccc(-c2ccncc2)cc1 (stereo not drawn)
→ -27% | -16% | 63%[activator] | 5% | -7% | 6 | 0% | 3% | 0
> CC1CCN(C(=O)CSc2nnc(-c3ccncc3)n2C)CC1
→ -1% | i | 5% | -3% | -3% | 4 | 19% | 2% | -5
> COc1ccc([C@H]2CC(=O)C=C(c3ccc(OC(F)(F)F)cc3)C2)cc1
→ ? | -5% | ? | -5% | -1% | ? | 27% | -6% | -14
> Cc1ccc(C)c(NC(=O)CSc2nc(=O)n(Cc3ccncc3)c3c2CCC3)c1
→ 7% | -1% | 6% | -4% | · | · | 11% | · | 10
> COc1ccc(CCN2C(=O)N(c3ccc(F)cc3)C(=O)C2CC(=O)Nc2ccccc2)cc1 (stereo not drawn)
→ -20% | i | -34% | -5% | · | · | 13% | · | 4
> CCCn1cc(S(=O)(=O)c2cccc(Cl)c2)c(=O)c2cc(F)c(N3CCCC3)cc21
→ · | -15% | 4% | -1% | · | · | 0% | · | 3
> CC(=O)NC(CC(=O)Nc1nccs1)c1ccccc1 (stereo not drawn)
→ 2% | 27% | 16% | 5% | 3% | -2 | -3% | -3% | -4
> COC(=O)c1cccc(C23CC4(C2)[C@H](CN(Cc2ccc(C(F)(F)F)cc2)[C@@H]4c2ccccc2)C3c2ccc(C(F)(F)F)cc2)c1 (stereo partly drawn)
→ -28% | -35%[inhibitor] | -14% | 3% | 1% | -13 | 3% | 1% | -22
> O=c1c(-c2ccco2)nc2ccccc2n1C(CCc1ccccc1)c1nc2ccccc2[nH]1 (stereo not drawn)
→ -17% | -59%[inhibitor] | -19% | 1% | · | 4 | 11% | 3% | -19
> COc1ccc(-n2nnnc2C(CCc2ccccc2)N2CCN(C/C=C/c3ccccc3)CC2)cc1 (stereo not drawn)
→ ? | i | ? | 2% | 9% | -76* | 14% | -17% | -18
> CC(C)CCOP(=O)(c1ccc(N(C)C)cc1)C(O)c1ccccn1 (stereo not drawn)
→ -1% | i | -1% | 11% | -3% | 10 | -13% | -6% | -1
> COc1cccc(S(=O)(=O)NCC(=O)Nc2ccc(C(C)(C)C)cc2)c1
→ 16µM* | -15% | -11% | 2% | 12% | 20 | -8% | 14% | -6
> Cc1ccc(-c2noc(CCC(=O)NCc3ccc4c(c3)OCO4)n2)cc1
→ 0% | -14%[57.5 µM] | 14% | -9% | -8% | 5 | 7% | -15% | -6
> Cc1cc(CNC[C@H]2O[C@@H](n3cnc(C(N)=O)n3)[C@H](O)[C@@H]2O)c(C)n1-c1cccnc1
→ 0% | -9% | 2% | 2% | -2% | 6 | 16% | -6% | -1
> CCOc1ccccc1C(=O)Oc1cc(C)[nH]c(=O)c1[N+](=O)[O-]
→ 0% | -12% | 2% | -4% | -2% | -19 | 2% | 1% | 0
> O=C(CSc1nnnn1-c1ccccc1)N1CCc2ccccc21
→ 1% | i | 0% | 3% | 0% | -6 | -13% | -4% | -13
> Cc1ccc(C(=O)NCC(=O)Nc2ccncc2)cc1
→ 2% | -21% | 3% | -8% | 4% | 0 | 6% | 1% | 3
> CCCSc1oc(-c2ccco2)nc1S(=O)(=O)c1ccc(C)cc1
→ ? | -2% | ? | -2% | ? | 0 | -9% | 4% | 4
> Cc1cc(C)n(CC(=O)c2ccc(Br)cc2)c(=O)c1C#N
→ -5% | -11%[57.5 µM] | 0% | -15% | -6% | 11 | -11% | -6% | -2
> Cc1cccn2c(=O)c3cc(C(=O)NCC4CCCO4)c(=N)n(CC4CCCO4)c3nc12 (stereo not drawn)
→ 3% | i | 14% | 289%[activator] | 8% | 5 | 15% | 4% | 7
> Cc1ccc(CN2CCN(C3CCN(C(=O)Nc4ccc(C)cc4Cl)CC3)C(=O)C2=O)cc1
→ 0% | -1% | -7% | 8% | · | · | 2% | · | -14
> Cc1cc(NC(=O)CSc2nc3c(c(=O)n2-c2ccc(Br)cc2)SCC3)no1
→ ? | -1%[57.5 µM] | ? | -25% | -1% | 11 | 2% | 2% | 2
> CCCN(C(=O)c1ccccc1Cc1ccccc1)C1CCS(=O)(=O)C1 (stereo not drawn)
→ ? | i | -7% | -24% | 8% | 13 | -10% | 3% | -5
> COc1cccc(S(=O)(=O)NCc2ccc(C(=O)N3CCN(Cc4ccccc4)CC3)cc2)c1
→ ? | -41%[inhibitor] | ? | -2% | 1% | -9 | -9% | 1% | -2
> O=C(Cc1ccc([N+](=O)[O-])cc1)NNC(=O)c1ccc2c(c1)OCO2
→ ? | -3% | 12% | -1% | 4% | -6 | 9% | -7% | -2
> O=C(CCN1CCOCC1)NNC(=O)/C(=C/c1ccccc1)NC(=O)c1ccccc1
→ 3% | i | 5% | -7% | 0% | 5 | 10% | -1% | 5
> CCCS(=O)(=O)NC(=O)C1(C)CCCN(C(=O)c2ccc(SC(F)(F)F)cc2)C1 (stereo not drawn)
→ 3% | -3% | 16% | -2% | -1% | 1 | 9% | -7% | 4
> Clc1ccc(OCc2nc(-c3ccccn3)no2)c(Br)c1
→ -1% | -93%[inhibitor] | ? | 1% | 4% | -22 | 21% | -1% | -8
> CCn1c(N)c(C(=O)NCc2cccnc2)sc1=S
→ -6% | i | 24% | -5% | 12% | -17 | -18% | -18% | 7
> CSc1ccc(CCNC(=O)c2ccc(-c3nc(COc4ccc(C)cc4)c(C)o3)cc2)cc1
→ 0% | i | 8% | -8% | · | · | 11% | · | 0
> CCCC(CCC)=NNC(=O)CN(Cc1ccccc1)S(=O)(=O)c1ccccc1
→ -7% | i | -5% | -3% | -1% | 7 | 5% | 3% | 4
> Cc1ccc(OCC(=O)NNC(=O)C2CCCO2)c(C)c1 (stereo not drawn)
→ -4% | -5% | 0% | -5% | 3% | 5 | -12% | 1% | -3
> Cc1ccc(Cc2nnc(SCC(=O)Nc3ccccc3Cl)[nH]c2=O)cc1
→ -3% | -8% | -6% | 5% | -13% | 9 | 1% | 1% | 1
> O=C(c1cn(-c2ccccc2)nc1-c1cccs1)N(CCO)Cc1ccccc1
→ -1% | i | 11µM* | -8% | 17% | -5 | -8% | 8% | -3
> COC/C=C/C1=CC2=CC(=O)C(C)(OC(=O)c3cnc4ccccc4n3)C(=O)C2=CN1CC(C)C (stereo not drawn)
→ 3% | -8% | 13% | -2% | -1% | -27 | -20% | -2% | -2
> CSc1ccc(CN(C)C(=O)c2cc(Cl)c3c(c2)OCCO3)cc1
→ -20% | i | 2% | 14% | 23% | -15 | ? | 7% | -8
> COc1ccc(-c2noc(-c3cccc(OC)c3OC)n2)cc1OC
→ ? | -53%[inhibitor] | 65%[activator] | -25% | 28% | 67 | 7% | -2% | 6
> Cc1cccc(N2CCN(C(=O)c3cccn4c(=O)c5c(C)c(C)sc5nc34)CC2)c1C
→ 5% | 8%[57.5 µM] | 4% | 13% | 12% | 35 | 3% | 2% | 6
> CCOC(=O)c1ccc(S(=O)(=O)N2CC(=O)Nc3ccccc32)cc1
→ -25% | i | -9% | 4% | 6% | 6 | -15% | -1% | -9
> COc1ccc(NC(=O)N(Cc2cc3cc(OC)c(OC)cc3[nH]c2=O)CC2CCCO2)cc1 (stereo not drawn)
→ 15% | -15% | 56%[activator] | 5% | 7% | 29 | -7% | -5% | 2
> CCOc1ccc(S(=O)(=O)N2CCC(C(=O)N3CCOCC3)CC2)cc1C
→ -3% | i | -25% | 6% | 7% | ? | -2% | 9% | 2
> Cc1ccc(CNC(=O)c2ccc(Cl)cc2[N+](=O)[O-])cc1
→ -20% | i | 6% | 9% | 0% | -12 | ? | -2% | -7
> Cc1cc(C)nc(NS(=O)(=O)c2ccc(N)cc2)n1
→ 16% | i | 6% | -1% | 10%&-5% | 28 | 12% | 3% | 11&-4
> O=C1OCCC1S(=O)(=O)c1ccc2ccccc2c1 (stereo not drawn)
→ -1% | i | -3% | -14% | 7% | -20 | ? | -5% | -8
> Cc1ccc2c(c1)c1c(c(=O)n(-c3cccc(Cl)c3)c(=O)n1CC(=O)NCC1CCCO1)n2C (stereo not drawn)
→ -1% | -47% | -21% | -8% | -2% | · | 29% | · | 7

# Among those listed so far, these contain an aryl thioether with sulfur outside any ring.
# Order of results – KB-V1 cytotox | PTHR1 ag | GLP1R inv ag | HEK293 tox | GLP-1R agonist | D3 antag | TDP43 rescue | aSyn yeast inh | D3 ag
> CC1CCN(C(=O)CSc2nnc(-c3ccncc3)n2C)CC1
→ -1% | i | 5% | -3% | -3% | 4 | 19% | 2% | -5
> Cc1ccc(C)c(NC(=O)CSc2nc(=O)n(Cc3ccncc3)c3c2CCC3)c1
→ 7% | -1% | 6% | -4% | · | · | 11% | · | 10
> O=C(CSc1nnnn1-c1ccccc1)N1CCc2ccccc21
→ 1% | i | 0% | 3% | 0% | -6 | -13% | -4% | -13
> CCCSc1oc(-c2ccco2)nc1S(=O)(=O)c1ccc(C)cc1
→ ? | -2% | ? | -2% | ? | 0 | -9% | 4% | 4
> Cc1cc(NC(=O)CSc2nc3c(c(=O)n2-c2ccc(Br)cc2)SCC3)no1
→ ? | -1%[57.5 µM] | ? | -25% | -1% | 11 | 2% | 2% | 2
> CCCS(=O)(=O)NC(=O)C1(C)CCCN(C(=O)c2ccc(SC(F)(F)F)cc2)C1 (stereo not drawn)
→ 3% | -3% | 16% | -2% | -1% | 1 | 9% | -7% | 4
> CSc1ccc(CCNC(=O)c2ccc(-c3nc(COc4ccc(C)cc4)c(C)o3)cc2)cc1
→ 0% | i | 8% | -8% | · | · | 11% | · | 0
> Cc1ccc(Cc2nnc(SCC(=O)Nc3ccccc3Cl)[nH]c2=O)cc1
→ -3% | -8% | -6% | 5% | -13% | 9 | 1% | 1% | 1
> CSc1ccc(CN(C)C(=O)c2cc(Cl)c3c(c2)OCCO3)cc1
→ -20% | i | 2% | 14% | 23% | -15 | ? | 7% | -8
